ADAM17 inh = ADAM17 inhibitors, primary screen, biochemical, QFRET; Disintegrin and metalloproteinase domain-containing protein 17 (Homo sapiens), P78536; 370,000 compounds, 0.83% hits; recombinant ADAM17, EDANS/DABCYL FRET peptide cleavage; inhibition, % at 6.95 µM;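 active = inhibition above the mean of compounds lying between control limits plus 3 SD, set per campaign, cut at about 8.5% in these data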;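 also: 0% = DMSO-only wells as the low control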
SMARCA2 act = SMARCA2 (BRM) function activators, primary screen, cell-based, luminescence, high throughput. MG213 cells, MMTV-luciferase reporter, dexamethasone, overnight. activation, % at 9.1 µM. 370,000 compounds, 1% hits. AID 652017, 2013; in the data active = activation above about 7.8%;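 also: 0% = vehicle wells and 100% = reference activator wells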
Rev-erbA mod = modulators of Rev-erb alpha DNA binding, primary screen, biochemical, FITC-DNA, fluorescence polarization, uHTS; 370,000 compounds, 0.79% hits; Rev-erbα–FITC-DNA binding, 90 min; AID 1259318, 2017; activity, % at 10 µM; Nuclear receptor subfamily 1 group D member 1 (Homo sapiens), P20393;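 active = activity above about 14%, limit read from the data; passing the limit was not always enough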;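 also: 0% = DMSO wells with 35 nM protein and 100% = DMSO wells with 750 nM protein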
Target sequence (P20393 whole entry, looked up): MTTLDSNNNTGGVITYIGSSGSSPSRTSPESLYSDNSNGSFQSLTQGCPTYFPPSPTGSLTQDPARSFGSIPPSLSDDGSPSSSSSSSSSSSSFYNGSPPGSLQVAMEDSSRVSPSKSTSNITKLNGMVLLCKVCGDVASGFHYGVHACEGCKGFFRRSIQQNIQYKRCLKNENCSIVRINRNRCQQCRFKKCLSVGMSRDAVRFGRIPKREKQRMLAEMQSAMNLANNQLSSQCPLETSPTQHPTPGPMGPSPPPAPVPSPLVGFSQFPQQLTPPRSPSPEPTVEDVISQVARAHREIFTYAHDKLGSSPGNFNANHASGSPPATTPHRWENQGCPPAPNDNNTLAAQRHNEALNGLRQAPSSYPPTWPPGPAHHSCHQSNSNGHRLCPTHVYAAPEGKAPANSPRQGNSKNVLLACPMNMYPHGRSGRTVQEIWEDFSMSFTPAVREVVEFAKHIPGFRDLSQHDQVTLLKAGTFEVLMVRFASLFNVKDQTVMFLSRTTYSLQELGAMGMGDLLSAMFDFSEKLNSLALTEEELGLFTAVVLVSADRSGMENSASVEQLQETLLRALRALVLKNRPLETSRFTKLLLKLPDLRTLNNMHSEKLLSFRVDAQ
PLC-beta3 inh = human PLC-beta3 inhibitors, primary screen, biochemical, fluorescence. Purified PLC-beta3, fluorogenic substrate. inhibition, % at 12.2 µM. AID 720704, 2013. 370,000 compounds, 0.18% hits; in the data active = inhibition above about 11%;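 also: 0% = median of compound wells on plate and 100% = full blocker control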
hcDAF12 agonist = H. contortus DAF-12 nuclear receptor activators, primary screen, cell-based, luminescence, HEK293, lit1-tk-luc reporter; HEK293 hcDAF-12 lit1-tk-luc reporter; 0% DMSO, 100% Δ7-dafachronic acid; activation, % at 6.8 µM; 370,000 compounds, 1.4% hits;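 active = activation above the mean of all tested compounds plus 3 SD, cut at about 5.5% in these data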;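 also: 100% = response to 3 µM Δ7-dafachronic acid high control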
DAX1 inh-1 = DAX1 (NR0B1) inhibitors, primary screen, cell-based, HEK293, Gal4-DAX1, luciferase luminescence; Nuclear receptor subfamily 0 group B member 1 (Homo sapiens), P51843; HEK293 Gal4-DAX1 luciferase reporter; inhibition, % at 6.75 µM; 340,000 compounds, 0.99% hits; AID 504766, 2011;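 active = inhibition above the mean over all tested compounds plus 3 SD, cut at about 4.2% in these data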;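 also: 0% = DAX1-transfected cells with DMSO and 100% = empty-vector control cells with DMSO; inhibition shows as a rise in luminescence from relieved DAX1 repression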
DAX1 inh-2 = DAX1 (NR0B1) inhibitors on StAR promoter, primary screen, cell-based, luminescence, SF-1 (NR5A1), full-length DAX-1. HEK293T StAR-luciferase reporter, SF-1/DAX-1 repression relief. inhibition, % at 6.8 µM. 370,000 compounds, 1.1% hits. AID 652010, 2013;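 active = inhibition above the mean over all tested compounds plus 3 SD, cut at about 3.6% in these data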;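 also: 0% = DAX-1 cells with DMSO and 100% = cells lacking DAX-1 with DMSO; higher inhibition means more luminescence from relief of DAX-1 repression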
ssDAF-12 act = S. stercoralis DAF-12 nuclear receptor activators, primary screen, cell-based, luminescence, HEK293, GRIP1 co-expression, lit1-tk-luc | Nuclear hormone receptor DAF-12 (Strongyloides stercoralis) | HEK293 ssDAF-12/GRIP1 lit1-tk-luc reporter; % of 3 µM dafachronic acid response | activation, % at 6.8 µM | 370,000 compounds, 1% hits | AID 652126, 2013;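 active = activation above the mean over all tested compounds plus 3 SD, cut at about 0.9% in these data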;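 also: 0% = DMSO-only wells and 100% = 3 µM delta7-dafachronic acid wells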
PLC-gamma1 inh = PLC-gamma1 enzyme inhibitors, primary screen, biochemical, fluorescence, purified enzyme | AID 720700, 2013 | fluorogenic substrate | inhibition, % at 12.2 µM | 370,000 compounds, 0.84% hits; in the data active = inhibition above about 9.5%
hgDAF12 agonist = H. glycines DAF-12 receptor agonists, primary screen, cell-based, luminescence, HEK293, GAL4 fusion, UAS-luciferase; Nuclear hormone receptor DAF-12 (Heterodera glycines), GAL4 fusion; HEK293 GAL4-hgDAF12 UAS-luciferase reporter, agonist luminescence; normalized to butyrate control; activation, % at 6.8 µM; 370,000 compounds, 1.8% hits; AID 687014, 2013;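 active = activation above a cutoff set at the mean of all screened compounds plus 3 SD, cut at about 10% in these data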;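 also: 0% = DMSO wells and 100% = sodium butyrate wells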
MBD2 inh = inhibitors of MBD2 binding to methylated DNA, primary screen, biochemical, TR-FRET, DNA-binding domain, human. Methyl-CpG-binding domain protein 2 (Homo sapiens), Q9UBB5. MBD2 binding to methylated oligonucleotide. inhibition, % at 4.4 µM. 370,000 compounds, 0.31% hits. AID 686964, 2013; in the data active = inhibition above about 13%
Target sequence (Q9UBB5 whole entry, looked up, the tested form may be a part): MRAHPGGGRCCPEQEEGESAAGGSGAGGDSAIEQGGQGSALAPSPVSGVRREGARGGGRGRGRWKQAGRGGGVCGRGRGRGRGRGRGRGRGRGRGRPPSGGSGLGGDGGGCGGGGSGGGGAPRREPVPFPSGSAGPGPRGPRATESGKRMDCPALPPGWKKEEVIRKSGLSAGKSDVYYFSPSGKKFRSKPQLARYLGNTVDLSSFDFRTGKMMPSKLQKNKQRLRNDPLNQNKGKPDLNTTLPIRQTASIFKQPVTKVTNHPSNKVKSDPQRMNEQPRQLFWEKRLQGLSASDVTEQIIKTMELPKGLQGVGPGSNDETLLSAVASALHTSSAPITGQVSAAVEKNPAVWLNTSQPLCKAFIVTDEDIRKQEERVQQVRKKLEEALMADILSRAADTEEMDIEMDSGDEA
Active calls of the source: *; i = inactive; . = not tested or not shown.

SMILES	ADAM17 inh	SMARCA2 act	Rev-erbA mod	PLC-beta3 inh	hcDAF12 agonist	DAX1 inh-1	DAX1 inh-2	ssDAF-12 act	PLC-gamma1 inh	hgDAF12 agonist	MBD2 inh
N#C/C(=C\c1cn(-c2ccccc2)nc1-c1cccnc1)c1nnc2n1CCCCC2	1	2	0	-11	-3.1	-6.6	-0.9	-1.8	-14	-3.7	-3
Cc1cc(C)n2nc(NCc3cccc(Br)c3)nc2n1	-60	-2	-3	-49	-1.6	0.9	-0.3	-1.2	-38	-1.0	3
CCN1CCN(C(=O)C2COc3ccccc3O2)CC1 (stereo unspecified)	-2	0	-2	-4	-0.5	-0.4	0.2	-1.2	-1	1.4	3
Fc1ccc(CNc2ccc(CNc3ncn[nH]3)cc2)cc1	-2	-1	-3	-2	-0.8	1.0	-0.7	0.6	-2	2.4	1
Cn1ccs/c1=N\C(=O)Nc1cccc(C(F)(F)F)c1	-1	1	4	1	1.0	0.9	0.6	-0.6	3	4.0	-2
COc1ccccc1NC(=O)C(C)OC(=O)CCCc1c[nH]c2ccccc12 (stereo unspecified)	5	-2	-4	-6	1.0	-0.4	0.3	-1.3	0	1.2	-1
O=C(NC(Cc1ccccc1)C(=O)O)/C(=C\c1ccc(Cl)cc1)NC(=O)c1ccccc1 (stereo unspecified)	-1	0	1	-5	-0.5	0.7	-0.4	-1.0	0	-3.4	-2
CCNc1oc(-c2ccc(OC)cc2)nc1S(=O)(=O)c1ccc(Br)cc1	-2	-2	4	0	-1.3	0.5	-0.5	-1.4	-1	1.0	2
CC(c1ccccc1)N1CC[C@H]2C=CC[C@@H](C(=O)Nc3ccc(F)c(F)c3)[C@H]2C1=O (stereo partly specified)	-3	.	-3	5	1.0	.	.	-1.3	-1	-1.0	-2
NNC(=O)CNc1cccc(Cl)c1	1	-3	4	-3	-0.3	1.4	0.6	-1.2	0	4.0	1
COc1ccc2ccccc2c1CNCCN1CCOCC1	1	-4	-7	-7	2.5	-1.2	-0.4	-0.4	0	4.2	-5
CC(=O)c1c(C)[nH]c(C(=O)NC(C)c2ccccc2)c1C (stereo unspecified)	-4	-4	6	-5	-1.9	0.3	-1.5	-2.2	-1	-1.5	3
CN(C(=O)c1ccc(NC(=O)Cc2ccc(NC(=O)C3CCN(C(=O)C4CCC4)CC3)cc2)cc1)C1CC1	-1	0	-3	0	0.8	1.1	0.1	-1.1	1	3.1	0
COC(=O)c1ccc(COC(=O)CNC(=O)c2ccc(OC)cc2)cc1	-5	1	-4	-9	0.8	2.7	1.2	-0.8	1	8.3	0
Cc1cc(C)c(S(=O)(=O)NC(CC(=O)O)c2cccc([N+](=O)[O-])c2)c(C)c1 (stereo unspecified)	-2	-2	4	0	-1.6	-1.3	-0.3	-1.6	2	-1.7	4
Cc1noc(C)c1COc1ccccc1C(=O)NNC(=O)C(C)Oc1ccccc1F (stereo unspecified)	2	-2	2	-9	-1.6	0.7	-0.8	-1.1	5	-0.2	1
Cc1nnc(CN(C)C(=O)c2cc(COc3ccc(C)c(C)c3)on2)o1	-4	2	-3	-9	0.8	1.6	0.1	-0.7	0	2.7	3
CC(O)(C#CCN1CCCCCC1)c1ccccc1 (stereo unspecified)	0	-6	4	6	-0.3	.	0.2	-0.8	6	-2.5	4
CCOC(=O)c1ccccc1NC(=O)N1CCn2c(C)ccc2C1CC (stereo unspecified)	-21	-3	5	-50	-2.2	1.4	-0.5	-1.1	-48	-3.1	-5
COc1ccc(NC(=O)COC(=O)C2CC2)c(OC)c1	0	1	-7	1	-0.4	1.3	-0.2	-1.5	-1	0.4	-1

An excerpt of these results, with values under each structure:
Fields: ADAM17 inh	SMARCA2 act	Rev-erbA mod	PLC-beta3 inh	hcDAF12 agonist	DAX1 inh-1	DAX1 inh-2	ssDAF-12 act	PLC-gamma1 inh	hgDAF12 agonist	MBD2 inh
- COc1ccccc1NC(=O)C(C)OC(=O)CCCc1c[nH]c2ccccc12 (stereo unspecified)
    5	-2	-4	-6	1.0	-0.4	0.3	-1.3	0	1.2	-1
- O=C(NC(Cc1ccccc1)C(=O)O)/C(=C\c1ccc(Cl)cc1)NC(=O)c1ccccc1 (stereo unspecified)
    -1	0	1	-5	-0.5	0.7	-0.4	-1.0	0	-3.4	-2
- CCNc1oc(-c2ccc(OC)cc2)nc1S(=O)(=O)c1ccc(Br)cc1
    -2	-2	4	0	-1.3	0.5	-0.5	-1.4	-1	1.0	2
- CC(c1ccccc1)N1CC[C@H]2C=CC[C@@H](C(=O)Nc3ccc(F)c(F)c3)[C@H]2C1=O (stereo partly specified)
    -3	.	-3	5	1.0	.	.	-1.3	-1	-1.0	-2
- NNC(=O)CNc1cccc(Cl)c1
    1	-3	4	-3	-0.3	1.4	0.6	-1.2	0	4.0	1

Remaining list, next part:
SMILES	ADAM17 inh	SMARCA2 act	Rev-erbA mod	PLC-beta3 inh	hcDAF12 agonist	DAX1 inh-1	DAX1 inh-2	ssDAF-12 act	PLC-gamma1 inh	hgDAF12 agonist	MBD2 inh
CC(C)Cc1cc(C(=O)Nc2cc(Cl)ccc2Cl)no1	-4	-2	6	-3	5.6	0.4	0.3	-0.7	-1	0.0	4
Cc1c(CC(=O)N2CCN(C(=O)C3COc4ccccc4O3)CC2)c(=O)oc2c(C)c(O)ccc12 (stereo unspecified)	i	0	-9	i	-0.1	0.0	-0.8	-1.2	i	-1.8	7
CCN(CC)CCCNC(=O)Cn1cnc2ccc(S(=O)(=O)N3CCC(C)CC3)cc2c1=O	-1	0	4	1	0.0	-0.1	0.5	-1.1	-1	-0.4	2
CCC1CCCCN1CCCNC(=O)C1CCCN(c2nn3c(=O)cc(C)nc3s2)C1 (stereo unspecified)	1	-3	1	1	-0.1	-0.1	-0.1	-0.5	3	0.7	-7
Cc1n[nH]c(=S)n1/N=C/c1ccc(-c2ccccc2[N+](=O)[O-])o1	-3	1	5	-2	2.5	2.2	-0.1	-0.9	-2	-0.4	-1
O=C(Cc1ccc(F)cc1)Nc1cccc2cccnc12	0	0	-1	-3	-0.5	-0.8	1.0	-1.2	-3	-3.1	-4
Cc1nnc(SCC(=O)N2CCN(C(=O)c3ccco3)CC2)n1-c1ccccc1	1	0	-6	-2	2.4	0.7	0.3	-2.3	0	0.6	2
C#CCOc1ccc(CNC[C@H]2O[C@@H](n3ccc(=O)[nH]c3=O)[C@H](O)[C@@H]2O)cc1	-1	-3	0	4	-0.8	.	0.2	-1.5	0	-0.3	3
COc1ccccc1NC(=O)Nc1nc(C(N)CC(C)C)cs1 (stereo unspecified)	2	4	7	8	-1.6	.	2.9	-2.0	2	-4.3	1
O=c1c2cc(Cl)ccc2oc2nc3n(c(=O)c12)CCCS3	-21	-4	3	-15	-1.0	-0.4	-0.1	-1.4	-12	-1.5	3
Cc1nn(CCC(=O)NNC(=O)Nc2ccc(Cl)cc2)c(C)c1[N+](=O)[O-]	4	-4	2	0	-1.6	.	0.5	-1.4	5	-0.5	-1
O=C(CN1C(=O)NC(Cc2ccccc2)C1=O)Nc1ccc(F)c(Cl)c1 (stereo unspecified)	-2	-1	5	3	0.2	-0.3	-1.0	-0.3	-1	0.0	3
CCCc1nc(N2CCOCC2)c(C#N)c2c1CCCC2	-40	-2	5	-40	-2.8	-0.7	0.1	-1.5	-30	-0.4	-3
CCC(Oc1ccccc1OC)C(=O)Nc1ccc2c(c1)n(C)c(=O)n2C (stereo unspecified)	0	0	-3	-9	-3.0	0.4	0.0	-0.5	-1	-1.3	3
C/C=C/C(=O)N[C@@H]1c2ccccc2CC[C@@H]1OCc1ccccc1	-6	-3	-4	-4	-0.8	0.2	-0.1	-0.8	0	-3.0	3
CCOCCCn1c(=S)[nH]c2cc(C(=O)NCCN(CC)CC)ccc2c1=O	-5	3	1	-6	0.3	0.2	1.8	-1.3	3	-1.6	7
COc1ccc(N2CCN(C(=O)CCS(=O)(=O)c3ccc(OC)cc3)CC2)cc1	-1	-1	1	-1	-0.6	0.7	-0.6	-1.5	1	1.1	-3
CCn1c(O)c(N=NC(=O)CNc2cccc(C)c2)c2ccccc21	-12	1	-7	2	1.2	-0.4	-0.2	-1.6	2	2.2	-5
Cc1cc(OCC(=O)OC(C)C(=O)NC2CC2)c(C(C)C)cc1Cl (stereo unspecified)	2	-2	0	0	-0.1	0.7	0.1	-0.9	1	-0.6	-1
CC1CCN(c2ncnc3c2cnn3-c2ccccc2)CC1	0	4	0	2	4.2	2.5	7.7*	-0.5	-1	15*	4
O=C(c1ccccc1)N1CCN(CC(O)COC2CCCCC2)CC1 (stereo unspecified)	-2	2	-3	1	-3.2	1.1	-0.2	-1.3	4	-0.6	3
CC(=O)Nc1cc2c(c(Cl)c1Cl)-c1ccccc1C2=O	-4	0	-40	0	2.8	-1.1	0.4	-0.7	3	-0.6	1
CSc1nc(C)c(Oc2ccccc2)c(=O)n1C	1	3	-8	3	-2.2	1.1	-0.5	-0.7	2	-1.2	-8
CC(C)(C)c1cc(Cl)c(O)c(NC(=S)NC(=O)c2cccnc2)c1	1	-6	-3	-5	-0.7	-1.7	-0.6	-1.8	4	-2.6	0
COC(=O)[C@]12CCCCC=C1N(Cc1ccccc1)C(=O)[C@H](CC(=O)NCc1ccc(OC)c(OC)c1)C2	-5	-2	4	-1	0.2	.	1.9	-1.1	2	-0.2	3
Cc1ccc(C(=O)N(CCN(C)C)CC2CCCN(Cc3ccccc3F)C2)cc1C (stereo unspecified)	0	-2	-3	-5	-0.3	1.7	-0.1	-0.9	3	1.5	-3
COc1cc(C(=O)Nc2nc3ccccc3[nH]2)ccc1OC(F)F	-1	4	5	-18	-1.8	1.3	0.0	-1.3	-8	5.2	6
Cc1ccc(C(=O)COC(=O)c2cccc(O)c2)s1	0	5	5	-2	-0.2	-0.3	0.8	-0.6	-2	1.1	2
C=C1CCN(C(C)C(=O)O)S(=O)(=O)c2ccccc21 (stereo unspecified)	-3	1	0	-1	-1.1	-0.2	-0.2	-0.9	-1	-0.1	-1
CCCc1cc(=O)oc2c3c(cc(OCC(=O)NCCN4CCOCC4)c12)OC(C)(C)CC3	i	2	0	i	-1.9	0.9	-1.7	-2.3	i	-6.0	-3
COCCN(C(=O)CSc1nc(N)cc(=O)[nH]1)c1c(N)n(Cc2ccccc2)c(=O)[nH]c1=O	-2	0	-5	-1	0.0	2.0	-0.6	-1.0	2	-1.1	-4
COc1cccc(-c2coc3c(C)c4oc(=O)c(CC(=O)O)c(C)c4cc23)c1	-4	1	-2	-31	-1.0	0.5	0.4	-1.1	-20	0.6	3

Assay outcomes: PubChem, several laboratories
